Apoferritin bind = candidate novel general anesthetic via apoferritin binding; P02791; apoferritin/1-aminoanthracene competitive binding, fluorescence; Potency, µM (highest dose often 77.5 µM), for the others: top-dose activity change, negative = displacement, usual class: inhibitors; hit rate 0.074% among 350,000; AID 485281; also: potency is read from the fitted curve at half-maximal effect; % is scaled to controls: 0 for no effect and ±100 for the full control effect; nearly all actives have a fitted effect of over 20% in size
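Concentration-response curves derived by four-parameter Hill fitting of normalized fluorescence, where compounds displaced 1-AMA from 10 uM horse apoferritin following a brief 10 min room-temperature incubation; propofol titration acted as positive control.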
Pol beta inh = inhibitors of human DNA polymerase beta; AID 485314; Potency, µM (series often up to 114 µM), for inactives: at the highest dose activity change, negative = inhibition, hits mostly inhibitors; P06746; hit rate 1.3% among 340,000; Pol beta primer extension/strand displacement, fluorescence kinetic; also: potency is read from the fitted curve at half-maximal effect; % is scaled to controls: 0 for no effect and ±100 for the full control effect
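Kinetic readout of DNA synthesis with strand displacement by Pol beta. Compound and 10 nM enzyme sit 15 min at room temperature; 50 nM substrate starts the reaction, read immediately and at 10 min.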
APE1 inh = blocks human APE1 abasic DNA cleavage; P27695; recombinant APE1, TAMRA/BHQ-2 abasic DNA cleavage fluorescence; Potency, µM (doses to about 65.8 µM), for the others: at the top dose activity change, negative = inhibition, actives largely listed as inhibitors; hit rate 0.35% among 350,000; AID 2517;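 also: potency is read from the fitted curve at half-maximal effect; plate controls were vehicle for no effect and reference inhibitor for full effect; nearly all actives have a fitted effect of over 55% in size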
Target sequence (P27695 whole entry, looked up): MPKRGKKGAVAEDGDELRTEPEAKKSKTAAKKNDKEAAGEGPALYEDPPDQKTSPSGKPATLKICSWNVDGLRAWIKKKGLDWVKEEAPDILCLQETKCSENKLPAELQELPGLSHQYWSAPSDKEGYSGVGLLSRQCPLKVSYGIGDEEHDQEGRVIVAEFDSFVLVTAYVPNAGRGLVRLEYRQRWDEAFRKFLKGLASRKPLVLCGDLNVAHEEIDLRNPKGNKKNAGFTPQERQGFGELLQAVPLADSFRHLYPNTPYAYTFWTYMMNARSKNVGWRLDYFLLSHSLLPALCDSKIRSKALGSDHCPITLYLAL
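Enzyme (0.75 nM final) and test compound are incubated 15 min at room temperature before adding 50 nM quenched THF abasic-site duplex. Cleavage dequenches TAMRA, followed at 525/598 nm over three reads one minute apart.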
POLH inh = blocks human DNA polymerase eta activity; Potency, µM (highest dose often 114 µM), for the others: at the highest dose activity change, negative = inhibition, most hits filed as inhibitors; recombinant Pol eta, fluorescent DNA replication assay; AID 588591; hit rate 1.2% among 390,000; also: potency is read from the fitted curve at half-maximal effect; % is scaled to controls: 0 for no effect and ±100 for the full control effect
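Pol eta (10 nM) was preincubated with compounds for 15 min at room temperature, after which fluorescent replication substrate (50 nM final) was added to start the reaction. Fluorescence was read kinetically at 0 and 10 min.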
LDHA block = blocks human lactate dehydrogenase A. P00338. purified LDHA, NADH/diaphorase-resazurin fluorescence; active compounds read low. activity change, % (values are at about 110 or 230 µM). hit rate 0.15% among 480,000. AID 1347041; in the data active = activity change below about -30%; inconclusive = mostly about -25% to -30%;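 also: plate controls were DMSO wells for no effect and wells without enzyme for full effect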
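Enzyme activity of human lactate dehydrogenase 5 (2 nM; 0.06 mM NADH, 0.2 mM pyruvate, 5 min, RT) is measured via a resazurin/diaphorase fluorescence readout of residual NADH.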
POLK inh = inhibitors of human DNA polymerase kappa. purified Pol kappa, fluorescent DNA synthesis assay, 10 min. Potency, µM (titrated, usually from 107 µM), for inactives: top-dose activity, negative = inhibition, hits mostly inhibitors. hit rate 0.53% among 400,000; also: potency is read from the fitted curve at half-maximal effect; % is scaled to controls: 0 for no effect and ±100 for the full control effect
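Here, compound and 10 nM enzyme are combined for 15 min at room temperature; adding 50 nM substrate (final) starts DNA synthesis, tracked by fluorescence at 0 and 10 min against buffer-only wells.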
ERG-DNA inh = inhibitors of human ERG Ets domain-DNA interaction; hit rate 0.028% among 370,000; AID 624246; fluorescence polarization, His-ERG Ets domain / labelled DNA; Potency, µM (titrated, usually from 76.9 µM), for inactives: at the top dose FP activity, negative = inhibition, most hits filed as inhibitors; active = well fitted inhibition curve with a large enough effect in the polarisation, with a control signal flat; inconclusive = small, poorly fitted or top-dose-only effect, or effect the other way, or a change in a side signal; inactive = no such curve, though single readings can be large or run the other way; the % refers to the polarisation;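 also: polarization taken with two DNA probes labelled with fluorescein and Texas red; potency is read from the fitted curve at half-maximal effect; % of control where 0% means no effect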
Target sequence (P11308 whole entry, looked up, the tested form may be a part): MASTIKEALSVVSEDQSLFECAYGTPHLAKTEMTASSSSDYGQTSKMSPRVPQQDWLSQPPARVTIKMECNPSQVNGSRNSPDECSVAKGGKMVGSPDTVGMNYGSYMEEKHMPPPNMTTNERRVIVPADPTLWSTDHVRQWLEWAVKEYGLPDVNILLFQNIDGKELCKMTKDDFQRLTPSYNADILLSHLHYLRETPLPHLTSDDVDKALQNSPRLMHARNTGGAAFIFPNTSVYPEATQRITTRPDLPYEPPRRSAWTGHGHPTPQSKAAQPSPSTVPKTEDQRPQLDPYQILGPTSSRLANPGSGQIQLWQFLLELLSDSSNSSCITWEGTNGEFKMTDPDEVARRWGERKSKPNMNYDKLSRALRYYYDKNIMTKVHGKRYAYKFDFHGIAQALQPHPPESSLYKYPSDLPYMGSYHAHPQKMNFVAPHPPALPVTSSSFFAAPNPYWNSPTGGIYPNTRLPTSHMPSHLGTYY
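His-tagged ERG Ets domain (1 uM in the protein solution; 300mM KCl, 50mM Tris-HCl, 1mM EDTA, 1mM DTT, pH 7.5) received compound, then a probe mix of 5 nM fluorescein-DNA and 100nM Texas-615-DNA. Fluorescence polarization was read for both dyes.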
12-LOX inh = inhibitors of human 12S-lipoxygenase ALOX12; purified 12hLO, xylenol orange hydroperoxide absorbance; Potency, µM (doses to about 108 µM), inactives show at the highest dose activity change, negative = inhibition, most hits filed as inhibitors; hit rate 1.1% among 580,000; also: potency is read from the fitted curve at half-maximal effect; % is scaled to controls: 0 for no effect and ±100 for the full control effect
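Purified human 12hLO (150 nM final) in 25 mM Hepes, 0.01% Triton X-100, pH 7.0 was preincubated 15 min at room temperature with compound. Then 40 uM arachidonic acid was added, 30 min. Hydroperoxide was read by Fe-XO absorbance ratio 573/405 nm.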
RGS4 inh = inhibitors of human regulator of G protein signaling 4. P49798. Transcreener GDP fluorescence polarization, RGS4-accelerated GTP hydrolysis. Potency, µM (doses to about 114 µM), inactives show at the highest dose activity change, negative = inhibition, most hits filed as inhibitors. hit rate 0.039% among 390,000; also: potency is read from the fitted curve at half-maximal effect; % is scaled to controls: 0 for no effect and ±100 for the full control effect; nearly all actives have a fitted effect of over 75% in size; some results filed as inactive show a strong effect at the top dose
Target sequence (P49798 whole entry, looked up): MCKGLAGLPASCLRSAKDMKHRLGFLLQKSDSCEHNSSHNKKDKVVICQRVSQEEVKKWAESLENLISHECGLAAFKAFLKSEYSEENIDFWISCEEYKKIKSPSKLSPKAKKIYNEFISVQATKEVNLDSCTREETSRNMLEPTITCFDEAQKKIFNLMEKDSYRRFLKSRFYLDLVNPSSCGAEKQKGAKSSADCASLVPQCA
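MLSMR compounds (23 nl, pin-transferred) preincubated 10 min at room temperature with a 500nM (2x) first reagent, then RGS4 at 900nM (2x) plus Transcreener GDP mix added; fluorescence polarization (620/688 nm) read before and after 90 min at 30 °C.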
* marks the source's active call; other numbers are inactive results; i = inactive; ? = inconclusive; . = not tested or not shown; & = joins results of further samples; [ ] = another dose, or the depositor's remark. Unless noted, calls follow the shape of the dose curve; as a rule, active = well fitted curve in the direction sought with a large enough effect; inconclusive = small, poorly fitted or top-dose-only effect, or another doubt; inactive = no such curve, though single readings can be large; an effect the other way counts as inactive or inconclusive. The list is partial, so the mix of outcomes need not match the whole.

structure	Apoferritin bind	Pol beta inh	ERG-DNA inh	RGS4 inh	POLH inh	APE1 inh	POLK inh	LDHA block	12-LOX inh
CC(C)(C)c1ccccc1OCCCCN1CCCC1	-12.2%	1.3%	-4.9%	-5.8%	-15.5%	2.2%	-1.9%	-2.3	-2.0%
CC1CCN(C(=O)CNC(=O)Cc2ccccc2)CC1	-3.3%	53.7%[activator]	2.5%	14.8%	-6.2%	17.5%	-10.3%	-10.8	-16.0%
CCN(CC)CCCNC(=O)c1cc(-c2ccc(Cl)cc2)on1	-19.6%	0.8%	8.9%	3.1%	0.0%	-9.8%	-8.8%	-7.0	2.7%
Cn1cccc1CNC1CCCCC1	-5.8%	-0.7%	.	-8.5%	-6.5%	-1.8%	-13.0%	3.0	2.8%
NC(=O)Cn1nc(C(F)(F)F)c2c1CCCC2	-5.0%	-2.2%	-8.0%	-1.2%	-19.9%	0.9%	-5.7%	-6.7	-10.0%
O=C(CSc1nc2ncc(Br)cc2[nH]1)c1ccc([N+](=O)[O-])cc1	-22.4%	-11.4%	3.4%	?	-20.1%	2.2%	4.1%	-0.2	?
CCOC(=O)N1CCN(S(=O)(=O)c2cccc3nonc23)CC1	-11.7%	10.9%	2.4%	12.8%	4.6%	0.8%	-8.0%	-3.3	-13.1%
CC(=O)Nc1ccc(-c2cn3cccnc3n2)cc1	548.8%[activator]	25.0%	-6.1%	7.7%	8.8%	-0.1%	-8.8%	-2.6	-11.6%

structure	Apoferritin bind	Pol beta inh	ERG-DNA inh	RGS4 inh	POLH inh	APE1 inh	POLK inh	LDHA block	12-LOX inh
O=C(COC(=O)c1cccc(F)c1)NC(=O)NC1CCCC1	.	.	-17.2%	-11.4%	-13.8%	12.6%	-8.0%	0.9	88.1%
O=C(N/N=C/c1ccc(N2CCOCC2)cc1)c1ccccc1NS(=O)(=O)c1cccs1	44.9%[activator]	-27.2%	10.4%	-12.2%	-11.3%	3.6%	-4.5%	-0.4	5.9%
Cc1ccc(Nc2c(-c3c[nH]c4ccccc34)nc3cc(C)ccn23)cc1	-12.0%	-21.1%	3.2%	13.1%	-21.7%	.	-29.0%	-5.3	?
COC(=O)c1sccc1OC(C)C(C)=O (stereo not given)	-8.7%	7.0%	5.3%	-17.9%	-11.9%	0.8%	6.8%	0.6	0.0%
O=C(N/N=C/c1ccc(Br)s1)c1ccc([N+](=O)[O-])cc1	0.9%	?	9.0%	15.7%	-23.3%	?	-3.2%	?	1.3%
CC1CCCCN1C(=O)C12CCC(C)(C(=O)C1)C2(C)C (stereo not given)	-6.8%	27.5%	-8.0%	0.6%	-3.0%	-3.1%	-9.4%	-10.5	2.4%[57.4 µM]
CN(C(=O)c1coc(=O)c2ccccc12)c1ccc(Br)cc1	-4.2%	5.8%	2.9%	4.3%	-4.3%	14.2%	-0.2%	-1.7	-4.3%
CC(=O)c1c(N)c(C#N)c(C)n1-c1ccc(Br)cc1	6.7%	-1.8%	-0.3%	12.5%	-1.8%	-2.7%	-21.2%	-2.3	25.7%

structure	Apoferritin bind	Pol beta inh	ERG-DNA inh	RGS4 inh	POLH inh	APE1 inh	POLK inh	LDHA block	12-LOX inh
O=c1oc2ccccc2cc1-c1cn2cccnc2n1	89.3%[activator]	-5.4%	1.4%	19.8%	16.9%	-1.3%	-6.7%	0.0	-6.8%
O=C(c1ccc(F)cc1)N1CCC(N2CCCCCC2)CC1	33.0%	-0.7%	2.1%	4.5%	-6.3%	-0.7%	-1.4%	-8.4	-1.7%
CCOc1ccc(C(=O)Nc2ccc3nc(SCC(=O)N4CCc5ccccc54)sc3c2)cc1	-7.6%	23.2%	-1.4%	-14.5%	-9.3%	.	-8.8%	-5.9	-14.6%
CCN(CC)C(=O)c1sc2c(c1C)c(=O)n(-c1ccc(C)c(C)c1)c(=O)n2Cc1cccc(Cl)c1	-3.1%	22.9%	8.6%	4.4%	-14.6%	.	3.4%[60.1 µM]	-0.3	-9.5%
Cc1c(NC(=S)NC(=O)c2cc3ccccc3o2)cccc1C(=O)O	-4.3%	104.3%	-2.8%	-27.8%	6.7%	15.5%	-41.3%	-9.0	?
COc1cccc(CN(C(=O)/C=C/c2ccc(Cl)cc2)C2CCS(=O)(=O)C2)c1 (stereo not given)	-9.9%	?	0.1%	-0.6%	-25.9%	-1.5%	-4.6%	-2.4	-1.9%
O=C1Nc2ccc(C(=O)O)c(O)c2C1=O	.	.	13.8%	7.0%	?	.	-14.7%	15.6	-21.2%
CCCCn1c(N)c(N(CCOC)C(=O)c2ccc(S(=O)(=O)N3CCCCCC3)cc2)c(=O)[nH]c1=O	.	.	2.2%	-15.6%	-11.5%	22.9%	2.8%	-3.5	0.3%

structure	Apoferritin bind	Pol beta inh	ERG-DNA inh	RGS4 inh	POLH inh	APE1 inh	POLK inh	LDHA block	12-LOX inh
CCC(CC)Nc1ccc(C(CC(N)=O)NC(=O)Cc2cccc3ccccc23)cc1[N+](=O)[O-] (stereo not given)	-19.2%	-8.0%	-1.7%	15.3%	-6.2%	22.4%	-0.3%	-6.8	0.0%
Cc1ccc(NC(=S)NCc2ccc(Cl)cc2)c(C)c1	-5.6%	6.3%	-2.9%	22.3%	0.7%	-5.2%	-6.7%	-5.8	35.5µM*
O=C(CN1C(=O)COc2ccccc21)NCCCN1CCCC1	-1.8%	-2.0%	8.2%	12.1%	0.5%	-8.5%	-4.3%	-5.6	10.8%
Cc1cccc(OCC(=O)N2CCN(C(=O)Cc3ccccc3)CC2)c1	-2.6%	10.9%	-0.8%	-45.2%	-4.6%	-1.4%	-13.3%	-1.7	0.0%
OCc1nnn(-c2ccccc2)c1CO	-2.7%	-12.1%	2.6%	12.2%	-5.2%	29.3%	-12.1%	-9.0	8.1%
Cc1nc(-c2cccc(NC(=O)c3ccc(Br)o3)c2)cs1	-15.4%	19.3%	3.8%	-32.9%	-11.7%	17.2%	5.3%	-1.4	-0.3%
O=C(O)CN1C(c2ccccc2)=Nc2ccc(Br)cc2C1c1ccccc1 (stereo not given)	-2.9%	1.0%	12.3%	-44.4%	-13.1%	11.4%	-4.9%	0.2	-0.5%
CC(=O)NCCc1nc2cc(NC(=O)c3ccc([N+](=O)[O-])cc3)ccc2n1C	-7.0%	4.2%	-14.3%	-6.0%	8.8%	61.8%[activator]	-0.7%	-7.0	0.0%

structure	Apoferritin bind	Pol beta inh	ERG-DNA inh	RGS4 inh	POLH inh	APE1 inh	POLK inh	LDHA block	12-LOX inh
Cc1ccc(CC(=O)NCCS(=O)c2ccc(Cl)cc2)cc1 (stereo not given)	-6.5%	6.9%	-1.0%	3.3%	-9.1%	0.8%	-17.5%	1.8	i
Cc1ccc2nc(SCC(=O)Nc3ccc(C#N)cc3)[nH]c2c1	-1.2%	6.0%	-3.7%	-5.0%	-8.5%	.	-4.0%	-0.5	-24.8%
CCc1[nH]c(C)c(C(C)=O)c1C	-12.5%	1.7%	0.0%	23.7%	7.6%	2.8%	-6.4%	-1.7	20.6%
O=C(Nc1cccc(C(F)(F)F)c1)C1CC(=O)N(CCc2ccccc2)C1 (stereo not given)	.	.	8.6%	-11.1%	-17.2%	-8.3%	9.6%	2.8	27.3%
COc1ccc(CCn2nnnc2C(c2ccc(Cl)cc2)N2CCN(C)CC2)cc1OC (stereo not given)	-10.7%	24.3%	-1.0%	-39.3%	4.3%	-3.6%	-0.6%	-2.9	?
CC(C)C(O)P(=O)(OCc1ccccc1)c1ccc(N(C)C)cc1 (stereo not given)	-5.9%	32.7%	-6.9%	1.6%	-16.2%	-4.8%	-7.9%	-3.0	-1.3%
C=CCOc1ccc(/C=C2\SC(=S)N(CCC(=O)O)C2=O)cc1	2.1%	9.9%	-1.7%	5.9%[11.4 µM]	23.2%	12.1%	-12.3%	-16.8	3.9%
CNC(=O)Cn1nc(-c2ccc(Cl)cc2)c2ccccc2c1=O	0.5%&-10.7%	21.2%&-20.8%	8.0%&-4.0%	14.6%&-12.7%	-12.6%&-11.0%	-1.4%	-8.5%&0.8%	-6.4&4.2&-1.9	-1.2%&4.0%

structure	Apoferritin bind	Pol beta inh	ERG-DNA inh	RGS4 inh	POLH inh	APE1 inh	POLK inh	LDHA block	12-LOX inh
COc1ccccc1NC(=O)CCNS(=O)(=O)c1ccc2c(c1)CCN2C(C)=O	-6.2%	?	5.8%	16.2%	-10.3%	16.1%	-0.4%	-1.1	-13.7%
CC(C)(C)C(=O)Nc1cc(S(=O)(=O)N2CCCCC2)ccc1N1CCCCC1	1.7%	-4.4%	-9.5%	?	-9.6%	-11.2%	-7.3%	-2.9	?
CS(=O)(=O)O/N=C1\CCCCC1c1ccc([N+](=O)[O-])cc1[N+](=O)[O-] (stereo not given)	-0.7%	18.4%	-11.8%	2.7%	-8.5%	5.5%	-23.6%	4.8	-13.3%
O=C(NCc1ccco1)c1sc2ccccc2c1Cl	-2.5%	11.8%	-3.2%	-28.9%	?	-0.6%	-4.1%	-0.8	136.4%[activator]
COC(=O)C1=C(C)NC(C)=C(C(=O)OC)C1c1ccc(OC(=O)c2ccco2)cc1	-5.5%	5.5%	-6.4%	-18.4%	-15.4%	-1.5%	-2.9%	-2.5	155.3%[activator]
Cc1ccc(S(=O)(=O)Nc2c(O)c3ccccc3oc2=O)cc1	6.9%	21.0%	-16.3%	-1.4%	-14.1%	-2.4%	11.7%	-2.3	?

Screening results deposited in PubChem BioAssay by National Center for Advancing Translational Sciences (NCATS).
